NadD block – inhibitors of Staphylococcus aureus NadD | inhibition, % at 20 µM | purified NadD enzyme, colorimetric absorbance read-out | 0.78% of 360,000 active; in the data active means inhibition above about 26%; further: some compounds past the cut are filed as inactive
Rin1-Abl PPI inh – blocks binding of human Rin1 to Abl. TR-FRET Rin1/Abl binding, biochemical. inhibition, % at 7.35 µM. 0.4% of 360,000 active; in the data active means inhibition above about 5%, passing the limit was not always enough
Target sequence (P00519 whole entry, looked up): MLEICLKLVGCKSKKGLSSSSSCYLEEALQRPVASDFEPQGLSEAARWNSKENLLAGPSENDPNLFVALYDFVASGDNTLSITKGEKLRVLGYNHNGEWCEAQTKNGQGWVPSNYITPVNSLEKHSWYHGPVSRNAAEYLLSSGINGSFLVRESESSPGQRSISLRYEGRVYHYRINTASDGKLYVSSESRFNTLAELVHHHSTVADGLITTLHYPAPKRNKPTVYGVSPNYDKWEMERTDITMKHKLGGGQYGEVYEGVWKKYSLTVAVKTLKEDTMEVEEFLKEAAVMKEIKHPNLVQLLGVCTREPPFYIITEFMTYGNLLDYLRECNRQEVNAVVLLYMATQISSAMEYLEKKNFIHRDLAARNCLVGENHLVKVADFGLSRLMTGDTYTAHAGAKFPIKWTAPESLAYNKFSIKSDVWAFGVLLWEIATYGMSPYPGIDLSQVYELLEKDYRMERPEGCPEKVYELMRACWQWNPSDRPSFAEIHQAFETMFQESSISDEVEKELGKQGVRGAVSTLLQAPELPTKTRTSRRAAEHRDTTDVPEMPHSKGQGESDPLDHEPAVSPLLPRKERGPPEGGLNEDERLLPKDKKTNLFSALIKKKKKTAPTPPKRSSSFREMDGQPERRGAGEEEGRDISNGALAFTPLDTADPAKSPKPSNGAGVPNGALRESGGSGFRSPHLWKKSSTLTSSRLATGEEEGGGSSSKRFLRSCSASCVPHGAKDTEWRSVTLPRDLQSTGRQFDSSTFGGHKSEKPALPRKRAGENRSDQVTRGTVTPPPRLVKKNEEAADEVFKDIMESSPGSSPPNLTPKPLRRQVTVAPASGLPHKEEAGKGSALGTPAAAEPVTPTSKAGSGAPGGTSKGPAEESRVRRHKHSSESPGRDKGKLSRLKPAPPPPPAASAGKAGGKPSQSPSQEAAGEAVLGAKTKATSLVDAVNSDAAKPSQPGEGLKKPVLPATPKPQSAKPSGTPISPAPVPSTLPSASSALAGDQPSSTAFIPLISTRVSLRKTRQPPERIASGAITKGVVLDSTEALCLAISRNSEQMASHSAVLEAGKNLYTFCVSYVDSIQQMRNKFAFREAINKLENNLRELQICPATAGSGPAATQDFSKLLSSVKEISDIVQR
Target sequence (Q13671 whole entry, looked up): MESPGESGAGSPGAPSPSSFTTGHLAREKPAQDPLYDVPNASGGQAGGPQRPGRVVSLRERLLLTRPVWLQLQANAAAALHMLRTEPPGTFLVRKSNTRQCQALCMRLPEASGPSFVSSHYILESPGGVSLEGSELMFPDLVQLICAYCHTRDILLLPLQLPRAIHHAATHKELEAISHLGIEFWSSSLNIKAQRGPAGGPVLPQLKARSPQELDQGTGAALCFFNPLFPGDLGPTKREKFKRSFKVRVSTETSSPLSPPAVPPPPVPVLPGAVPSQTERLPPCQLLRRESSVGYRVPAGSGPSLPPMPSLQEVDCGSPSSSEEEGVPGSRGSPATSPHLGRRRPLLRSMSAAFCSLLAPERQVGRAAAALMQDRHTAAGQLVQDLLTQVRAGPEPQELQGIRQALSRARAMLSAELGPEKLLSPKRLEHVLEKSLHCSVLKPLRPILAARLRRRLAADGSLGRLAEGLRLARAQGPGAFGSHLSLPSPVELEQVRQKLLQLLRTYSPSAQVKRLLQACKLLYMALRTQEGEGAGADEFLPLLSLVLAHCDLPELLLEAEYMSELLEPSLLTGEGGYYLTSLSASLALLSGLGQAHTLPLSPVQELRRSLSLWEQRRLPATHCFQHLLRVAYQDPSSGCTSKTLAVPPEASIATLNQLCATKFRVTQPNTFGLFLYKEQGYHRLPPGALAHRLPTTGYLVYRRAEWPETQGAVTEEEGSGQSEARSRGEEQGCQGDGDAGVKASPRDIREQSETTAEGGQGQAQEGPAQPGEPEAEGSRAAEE
FAS TE block – blocks the thioesterase domain of human fatty acid synthase; recombinant FAS-TE, OMFH fluorogenic substrate, fluorescence endpoint; P49327; inhibition, % at 15 µM; 0.67% of 360,000 active;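 active means compounds whose normalised, plate-corrected inhibition of enzyme fluorescence in the single-dose primary screen is 50% or more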;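 further: 0% = DMSO with enzyme and 100% = substrate without enzyme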
Neddyl block – blocks human cullin neddylation; P61081+Q13564; AID 651699; 0.58% of 360,000 active; calls only at 25 µM; TR-FRET cullin neddylation, biochemical; in the data active means inhibition above about 36%
MLLE-PAM2 inh – blocks PAM2 peptide binding to the PABP1 MLLE domain. P11940. GST-MLLE / FITC-PAM2 fluorescence polarization. inhibition, % at 20 µM. 0.36% of 360,000 active. AID 588489; in the data active means inhibition above about 35%, passing the limit was not always enough;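 further: plate controls were DMSO wells with GST-MLLE for no effect and wells lacking GST-MLLE protein for full effect; some results filed as inactive read as strong as hits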
SKN-1 block – inhibitors of C. elegans SKN-1; 0.49% of 360,000 active; C. elegans VP596 Pgst-4::GFP/RFP ratio, acrylamide-induced, 24 h; inhibition, % at 21.8 µM;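 active means interference check ratio from 0.5 to 1.5 plus GFP to RFP signal ratio inhibition reaching or exceeding a fixed threshold, cut at about 30% in these data, passing the limit was not always enough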; further: some compounds called inactive have numbers as strong as hits
CSN deneddyl inh – inhibitors of human CSN-mediated cullin deneddylation; Q92905; Purified CSN, SCF-Nedd8-OG deneddylation, fluorescence polarization; inhibition, % at 12.5 µM; 0.38% of 360,000 active;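 active means pattern-corrected inhibition above about 35%, with an unprinted fluorescence ratio check between 0.5 and 1.5, limit read from the data, passing the limit was not always enough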;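 further: 0% = enzyme with substrate and 100% = substrate without enzyme; some results filed as inactive read as strong as hits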
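Assay system: purified human Csn5 enzyme expressed in HEK293T cells; measure: % inhibition; also added: SCFSkp2-Nedd8OG substrate at 10 nM final; technique: fluorescence polarization; times: reaction 90 min, room temperature; medium: Tris buffer pH 7.5, NaCl, DTT, Tween-20, trehalose, ovalbumin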
MT1-MMP act inh – MT1-MMP (human) activation inhibition; HT1080 RFP-PRO-GFP cells, GFP/RFP ratio fluorescence, overnight; percent of plate control window, DMSO zero; GFP/RFP ratio change, % at 20 µM; 0.061% of 360,000 active; AID 651647;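 active means GFP/RFP ratio change of at least 30% with cell ATP level not reduced by more than half and red fluorescence within 50% of control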; further: strong numbers were not always called active
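Material – HT1080 RFP-PRO-GFP cells · Control set – DMSO wells and RFP-L50D-GFP cells · Incubation – overnight cell settling, then overnight compound exposure, 37 °C, 5% CO2 · Compound dosing – single-point 20 µM compound, 1% DMSO · Read-out – GFP/RFP fluorescence ratio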
Rpn11 block – blocks the human proteasome subunit Rpn11; human 26S proteasome, Ub4-pepOG fluorescence polarization; 20S core pre-blocked with epoxomicin; calls only at 20 µM; 0.59% of 360,000 active; AID 588493;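 active means inhibition at 20 µM, scaled to each plate's controls, above about 33%, limit read from the data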
Starred values were filed as active, the others as inactive; i = inactive; nt = no result given; & = joins results of further samples. An unsorted share of the library; overall some 3.9% were active at least once.

SMILES	NadD block	Rin1-Abl PPI inh	FAS TE block	Neddyl block	MLLE-PAM2 inh	SKN-1 block	CSN deneddyl inh	MT1-MMP act inh	Rpn11 block
O=C1CC(c2ccccc2F)c2c(c3ccccc3[nH]c2=O)O1 (stereo not given)	-4.2	-2.2	-2.6	i	-9.0	-4.6	3.8	0.1	i
CCc1c(O)nc(SCc2ccc(F)cc2)[nH]c1=O	-4.2	0.1	-6.8	i	1.2	-11.6	0.1	-0.1	i
N/C(=N\OC(=O)c1cccs1)C1(c2ccc(Cl)cc2Cl)CC1	3.2	-0.6	16.5	i	-1.3	15.4	-0.8	3.6	i
N#Cc1cc2c(nc1SCc1cccnc1)CCC2	-3.0	2.5	0.5	i	-0.9	-0.6	-0.9	1.4	i
Cc1nnc(SCC(=O)NNC(=O)c2ccco2)n1-c1ccccc1	-1.7	-3.6	-2.6	i	25.3	6.0	-9.1	-0.6	i
CC(C)C[C@H]1CN([C@@H](CC(C)C)CN2CCC[C@H]2CN2C(=O)C(=O)NC[C@@H]2Cc2ccc(O)cc2)C(=O)C(=O)N1CC1CCCCCC1	30.1*	nt	4.4	i	nt	21.7	-1.1	0.9	nt
COc1ccc(N(CC(=O)N/N=C/c2ccccc2OC)S(=O)(=O)c2ccccc2)cc1	1.7	-1.9	13.6	i	4.8	-5.2	-0.8	1.0	i
CC(C)N(Cc1ccccc1)C(=S)Nc1ccccc1F	-3.1	-1.6	-1.0	i	-39.0	-7.7	-2.7	2.5	i
NC(=S)Nc1cccc(Cl)c1	1.8	0.5	-3.1	i	-22.4	-3.7	-0.2	2.4	i
CO/N=C\c1cc(C(=O)c2ccc(Cl)cc2Cl)cn1C	-5.0	0.5	12.1	i	-3.0	1.6	0.6	1.7	i
O=C(Nc1ccc(F)cc1F)Nc1sccc1-c1nc2ccccc2s1	1.9	-3.5	27.2	nt	-65.8	12.7	3.1	-4.9	i
O=c1cc(CCl)nc(Cc2c(Cl)cccc2Cl)[nH]1	-4.9	2.9	-4.4	i	6.2	0.0	-5.5	-3.9	i
Cc1cccc(OCC(=O)N/N=C\C=C\c2ccc3c(c2)OCO3)c1C	9.7	-2.9	-6.7	i	7.4	6.7	-5.7	1.4	i
CC(C)(C)NC(=O)[C@@H]1C[C@@H]2CCCC[C@@H]2CN1C[C@@H](O)[C@H](Cc1ccccc1)NC(=O)[C@H](CC(N)=O)NC(=O)c1ccc2ccccc2n1	-1.3&-4.5	1.3&-3.2	34.9&20.3	i	-6.6&-2.0	7.6&12.4	-1.4&-4.5	2.2&-0.6	i
Cc1sc2nc(CSCC(=O)Nc3cc(F)ccc3F)[nH]c(=O)c2c1C	-0.4	1.4	-2.5	i	6.6	-2.2	-0.1	-3.3	i
COc1ccccc1NS(=O)(=O)c1ccc(C(=O)NCCCn2ccnc2)cc1	2.2	-0.1	-2.8	i	9.4	27.4	7.0	0.0	i
COC(=O)c1ccccc1NC(=O)CSc1nnc(-c2ccc(OC)cc2)n1C	10.7	-3.0	-7.9	i	-5.3	-9.5	-0.6	-3.7	i
OCCN(CCO)Cc1csc2ccccc12	-1.1	5.8	-7.7	i	-6.3	-4.7	0.5	2.6	i
COc1cccc(-n2c(SCC(=O)Nc3cc(C)on3)nc3ccccc3c2=O)c1	-5.5	1.7	6.1	i	0.8	9.3	-2.9	1.8	i
CN(C)c1ccc(/C=N/NC(=O)CN(c2cccc(Cl)c2)S(C)(=O)=O)cc1Br	-3.7	0.3	15.6	i	-4.4	-1.3	-1.6	0.6	i

The final two records of the section before are carried over, then new ones follow:
SMILES	NadD block	Rin1-Abl PPI inh	FAS TE block	Neddyl block	MLLE-PAM2 inh	SKN-1 block	CSN deneddyl inh	MT1-MMP act inh	Rpn11 block
COc1cccc(-n2c(SCC(=O)Nc3cc(C)on3)nc3ccccc3c2=O)c1	-5.5	1.7	6.1	i	0.8	9.3	-2.9	1.8	i
CN(C)c1ccc(/C=N/NC(=O)CN(c2cccc(Cl)c2)S(C)(=O)=O)cc1Br	-3.7	0.3	15.6	i	-4.4	-1.3	-1.6	0.6	i
Clc1ccc(-c2cnc(Oc3ccccc3)nc2)cc1	-6.4	1.3	2.6	i	-3.7	19.1	-1.4	3.6	i
COC(=O)C1CCN(C(=O)c2sc3nc(-c4ccc(F)cc4)cn3c2C)CC1	-5.8	-5.2	-2.6	i	7.8	0.6	0.2	4.3	i
CC(C)(C)S(=O)(=O)c1cnc2c(-c3ccc(Cl)cc3)cnn2c1N	5.5	-2.2	9.0	nt	-1.5	-5.4	4.4	-3.9	i
O=C(COC(=O)c1cccs1)NC1CCCC1	-4.3	4.3	-4.7	i	2.8	7.4	-0.6	5.7	i
CS(=O)(=O)N(CCc1ccccc1)CC(N)=O	-2.5	0.9	-5.5	i	-0.2	20.4	4.1	2.3	i
CCc1ccc(C(=O)/C=C/NCc2ccc(F)cc2)cc1	6.9	-0.8	12.1	i	-2.2	0.1	-5.0	-16.1	i
CCOc1cc(C2C3=C(CCCC3=O)N(CC(=O)O)C3=C2C(=O)CCC3)ccc1OC	7.2	3.0	-6.0	i	60.1*	15.9	-3.3	-3.1	i
C=CCNC(=S)N/N=C(\C)c1cccc(NC(C)=O)c1	4.2	-0.3	-6.1	i	26.4	5.2	-9.1	-0.6	i
CCOC(=O)C1C(=O)NC(N2CCN(CC)CC2)=NC1c1ccccc1 (stereo not given)	8.1	1.5	-2.8	i	12.8	-0.4	-2.4	2.7	i
COc1cccc(OC)c1C(=O)OCC(=O)NCC(C)C	-10.5	3.0	-6.5	i	14.3	-11.5	0.1	-0.9	i

Records listed above shown as hits in NadD block.
smiles	NadD block	Rin1-Abl PPI inh	Neddyl block	MLLE-PAM2 inh	SKN-1 block	CSN deneddyl inh	MT1-MMP act inh	Rpn11 block
CC(C)C[C@H]1CN([C@@H](CC(C)C)CN2CCC[C@H]2CN2C(=O)C(=O)NC[C@@H]2Cc2ccc(O)cc2)C(=O)C(=O)N1CC1CCCCCC1	30.1*	nt	i	nt	21.7	-1.1	0.9	nt

Later entries
SMILES	NadD block	Rin1-Abl PPI inh	FAS TE block	Neddyl block	MLLE-PAM2 inh	SKN-1 block	CSN deneddyl inh	MT1-MMP act inh	Rpn11 block
Cc1ccc(OCc2nc3ccccc3n2C(C)C(=O)Nc2c(C)cccc2C)cc1 (stereo not given)	nt	nt	nt	i	nt	8.4	0.1	-10.4	nt
CCCNC(=O)c1cc2c(C(F)(F)F)nn(C)c2s1	0.1	0.5	-8.4	i	2.7	-7.3	-1.9	0.9	i
COc1ccc(C2C(C(C)=O)=C(C)Nc3ncnn32)cc1OC (stereo not given)	6.1	-1.6	-2.4	i	9.5	14.7	3.6	-1.6	i
CC(=O)Nc1ccc(S(=O)(=O)Nc2nc3ccccc3nc2Nc2ccc(C(=O)O)c(O)c2)cc1	3.2	2.7	-5.3	i	29.5	3.0	52.2	-4.3	i
CC1(c2ccc(OC(F)F)cc2)NC(=O)N(CC(=O)Nc2cccc(F)c2)C1=O (stereo not given)	-8.6	2.0	12.9	i	5.2	-10.8	3.9	2.8	i
Cc1cc(N=NC(=O)c2ccccc2)ccc1O	-4.2	-0.3	-6.7	i	-2.6	-5.1	-8.2	-2.5	i
COc1ccc(C(=O)Nc2ccc(S(=O)(=O)Nc3onc(C)c3C)cc2)cc1	-4.6	-1.2	-1.9	i	-6.9	-17.9	3.5	-3.0	i
Cc1ccc(NC(=O)c2cc(C)no2)cc1	-7.1	1.3	-5.8	i	-3.7	1.1	1.6	0.4	i
Cc1csc(C(C)N(C)C(=O)CCc2nnc(CCc3ccccc3)o2)n1 (stereo not given)	-7.5	-1.9	-7.7	i	4.6	-8.4	6.0	4.5	i
C[C@@H]1CN([C@@H](C)CO)C(=O)c2cc(NC(=O)Nc3ccc(F)cc3)ccc2O[C@@H]1CN(C)Cc1ccc(Oc2ccccc2)cc1	24.6	-1.9	21.6	i	-3.2	-2.2	-0.3	-4.2	i
CCOC(=O)Cc1csc(NC(=O)CCc2ccc(S(=O)(=O)N3CCOCC3)cc2)n1	4.0	-1.3	-6.9	i	12.8	0.9	-2.1	2.4	i
Cc1[nH]n2c(=O)cc(C(C)C)nc2c1-c1ccccc1	2.3	-2.0	-5.4	nt	0.8	-15.5	0.9	0.6	i
O=C(NC12CC3CC(CC(C3)C1)C2)c1ccc(-c2ccccc2Cl)o1	5.7	2.6	20.6	i	4.9	-6.8	-6.3	-6.9	i
Cc1noc(NS(=O)(=O)c2ccc(NC(=O)c3cnc4n(c3=O)CCS4)cc2)c1C	-4.3	-3.0	-4.7	i	16.9	11.9	-3.4	-2.0	i
CCCC(=O)Nc1c2c(nn1-c1cccc(C)c1C)CS(=O)(=O)C2	-5.6	-0.6	-2.8	i	0.7	11.7	-0.8	-1.6	i
NC(=O)CC(NC(=O)Cc1cccc2ccccc12)c1ccc(N2CCN(c3ccccn3)CC2)c([N+](=O)[O-])c1 (stereo not given)	0.9	-2.9	-19.8	i	2.1	9.1	1.0	7.0	i
COc1ccc(OC)c(C2N(c3ccc(Cl)cc3)C(=O)C3CCCN32)c1 (stereo not given)	1.2	3.0	-1.5	i	-13.0	-18.1	5.5	-3.3	i
CCOC(=O)C1CCCN(S(=O)(=O)c2cccc3nsnc23)C1 (stereo not given)	-3.5	-1.9	-5.9	i	-4.8	16.6	-0.8	-2.5	i
COc1cc(/C=C/CN2CCC(CO)(CC3CCCCO3)CC2)ccc1O (stereo not given)	-7.3	2.8	-5.0	i	-8.8	6.6	10.0	0.0	i
O=C(NCc1ccccc1Cl)C1CCN(S(=O)(=O)N2CCCCC2)CC1	-6.0	-3.1	-7.7	i	-5.1	-3.3	-0.3	5.4	i
CCOC(=O)CSC1=C(C#N)C(c2ccco2)C(C(=O)OCc2ccccc2)=C(C)N1 (stereo not given)	2.1	1.0	24.7	i	17.1	14.6	1.9	-4.0	i
O=[N+]([O-])c1ccc(NC2CCN(Cc3ccccc3)CC2)c([N+](=O)[O-])c1	1.5	-5.1	35.2	i	3.5	-0.6	0.2	12.3	i
COc1cc2c(cc1OC)C(=S)NC(C)(C)C2	1.4	-0.8	-5.3	i	16.0	5.0	-2.1	-1.1	i
CCCCNC(=O)c1ccc2nc(CC)c(N(CC)CCN(C)C)n2c1	-2.0	2.5	-7.1	i	6.0	10.6	-5.3	-9.7	i
COc1cc2nc(C3CCC3)nc(N3CCN(c4ccccn4)CC3)c2cc1OC	-5.5	0.2	20.0	i	-5.2	17.0	-0.8	-3.1	i
COc1ccc(OC)c(C(c2c(O)nc(SC)[nH]c2=O)c2c(O)nc(SC)[nH]c2=O)c1	-0.8	4.5	-2.1	i	24.1	-14.2	1.4	0.2	i
Cc1cccc(C)c1NC(=O)COC(=O)c1ccccc1O	3.5	3.2	-0.2	i	-1.1	15.1	-1.6	2.3	i
COc1ccc(C(=O)Nc2ccc3ncccc3c2)cc1	-2.6	-2.4	-1.0	i	-16.0	-11.2	2.4	2.9	i
CCOc1ccc(N(CC(=O)NC2CCCCC2)C(=O)CSc2nnc(COc3ccccc3)o2)cc1	-8.1	-0.8	22.3	i	-9.3	27.5	2.6	-4.3	i
Cc1ccc(NC(=O)C(c2ccccc2)N2CCN(C(=O)c3ccco3)CC2)cc1 (stereo not given)	4.4	0.6	3.1	i	-4.2	16.6	-0.7	-1.5	i
O=C1OCCC1Sc1nc2ccccc2[nH]1 (stereo not given)	-3.0	2.8	-8.9	i	19.3	-4.6	0.5	3.1	i
COc1ccc(Cn2cc(CN3CC(N(C)C)CS3(=O)=O)nn2)cc1 (stereo not given)	-0.2	nt	-10.8	i	nt	9.5	-5.0	5.9	nt

Compound activity from PubChem.
